Assay outcomes deposited in PubChem by The Scripps Research Institute Molecular Screening Center.
TEAD-YAP block: TEAD-YAP interaction inhibition | HEK-TIYL cells, TEAD-Gal4/YAP UAS-luciferase luminescence | inhibition, % at 9.12 µM | hit rate 1.4% among 640,000; in the data active = inhibition above about 32%;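 also: 0% = median of test compound wells and 100% = reference inhibitor wells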
MITF inh: human MITF inhibition, primary screen | hit rate 0.91% among 650,000 | AlphaScreen MITF homodimerization, bead proximity signal | inhibition, % at 2.6 µM | O75030 | AID 1259374; in the data active = inhibition above about 50%;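 also: 0% = vehicle wells with protein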
Target sequence (O75030 whole entry, looked up): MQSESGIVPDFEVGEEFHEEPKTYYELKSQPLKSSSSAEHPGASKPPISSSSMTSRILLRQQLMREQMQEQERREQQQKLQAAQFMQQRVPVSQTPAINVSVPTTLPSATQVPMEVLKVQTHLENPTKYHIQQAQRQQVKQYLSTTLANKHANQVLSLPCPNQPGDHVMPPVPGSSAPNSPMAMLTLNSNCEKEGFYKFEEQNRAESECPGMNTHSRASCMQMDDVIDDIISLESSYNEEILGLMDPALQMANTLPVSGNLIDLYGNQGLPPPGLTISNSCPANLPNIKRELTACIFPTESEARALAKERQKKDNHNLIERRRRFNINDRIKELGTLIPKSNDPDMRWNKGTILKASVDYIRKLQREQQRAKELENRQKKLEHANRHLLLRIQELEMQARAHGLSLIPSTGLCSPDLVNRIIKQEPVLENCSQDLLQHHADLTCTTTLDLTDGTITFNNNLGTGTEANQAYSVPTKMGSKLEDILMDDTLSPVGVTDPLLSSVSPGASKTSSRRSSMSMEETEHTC
FBW7 activator: activators of human E3 ligase FBW7. AlphaScreen FBW7–phospho-cyclin E peptide binding, activator screen. hit rate 0.13% among 650,000. AID 1259310. normalized activity (activation), % at 26.1 µM. Q969H0; in the data active = normalized activity above about 1.9%;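 also: purified mutant Fbw7 with reduced substrate affinity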
GPR151 activ: activates the human receptor GPR151 | PathHunter beta-arrestin GPR151 cells, luminescence | Q8TDV0 | hit rate 1% among 650,000 | activation, % at 11.2 µM; in the data active = activation above about 4.9%;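 also: 0% = median of compound wells and 100% = cells with positive control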
Target sequence (Q8TDV0 whole entry, looked up): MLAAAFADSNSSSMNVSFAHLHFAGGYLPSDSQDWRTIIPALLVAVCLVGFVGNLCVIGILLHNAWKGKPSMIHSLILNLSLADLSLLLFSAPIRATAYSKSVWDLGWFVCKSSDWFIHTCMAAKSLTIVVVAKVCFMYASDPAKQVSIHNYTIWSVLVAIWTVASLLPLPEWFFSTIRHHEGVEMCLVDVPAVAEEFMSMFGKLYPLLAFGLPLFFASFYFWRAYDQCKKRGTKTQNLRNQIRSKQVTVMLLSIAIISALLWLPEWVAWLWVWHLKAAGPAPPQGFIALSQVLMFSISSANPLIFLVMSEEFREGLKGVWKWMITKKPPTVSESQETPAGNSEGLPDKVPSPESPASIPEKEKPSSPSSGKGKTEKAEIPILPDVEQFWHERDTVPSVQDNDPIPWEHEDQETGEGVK
* hit, by the source's call; & = joins results of further samples.

Order of results – FBW7 activator	TEAD-YAP block	GPR151 activ	MITF inh
Cc1ccccc1-c1nnn(CC(=O)c2cc(F)ccc2F)n1
    0.1	-10	0.1	5
COc1ccc(CNC(=O)Cc2noc3ccccc23)cc1
    -0.1	20	-5.9	-4
O=C(COC(=O)c1ccccn1)Nc1ccccc1
    -0.5	4	1.1	11
CCOc1cccc(OCCCCNCCO)c1
    0.1	1	-1.0	-1
Cc1nn(C(=O)c2cccnc2)c(C)c1Sc1ccccc1
    0.2	-15	0.2	4
O=C1Nc2ccc([N+](=O)[O-])cc2NC(=O)c2cccc3cccc1c23
    -0.1	-15	0.9	8
COCCNC(=O)C1CCN(c2cc(C)nc3c(-c4ccc(Cl)cc4)c(C)nn23)CC1
    0.1	13	0.5	-4
O=C(c1cccs1)c1coc2ccc(O)c(CN(CCO)CCO)c12
    0.1	4	0.9	-1
O=C(CCc1cccc(Oc2ccc(F)cc2)c1)NCC1CCCO1 (configuration not stated)
    0.0	0	0.7	6
O=C(Cc1ccccc1)Nc1ccc(Cl)cn1
    0.1	-21	-1.6	9
C(=N\n1cnnc1)/c1ccc(/C=N/n2cnnc2)cc1
    -0.1	2	1.7	9
CCc1cc(CNC(=O)Cn2nnnc2CN2CCC(C)CC2)on1
    0.1	2	-0.2	14
CCN(CC)C(=O)C1CCN(S(=O)(=O)c2ccc(Cl)cc2)CC1
    0.7	-1	-1.1	-7
NC(=O)CCN1C(=O)C2C3C=CC(C3)C2C1=O (configuration not stated)
    0.2	9	-0.1	11
Cc1ccc(Cc2cnc(NC(=O)COc3ccc(C)cc3)s2)cc1
    0.1	-7	1.0	7
COC(=O)Nc1nc2ccc([N+](=O)[O-])cc2s1
    0.4	-4	2.1	6
O=C1CCCC2=C1C(c1ccccc1Cl)c1c([nH]c(=O)[nH]c1=O)N2 (configuration not stated)
    0.3	8	0.5	20
CCOC(=O)c1ccc(-n2c(=S)sc3c(=O)n(-c4ccccc4)c(SCC#N)nc32)cc1
    0.0	-6	0.0	0
Nn1cnn2c(SCC(=O)Nc3nnc(SCC(=O)N4c5ccccc5Sc5ccccc54)s3)nnc12
    0.2	12	1.9	3
CCC(C)n1c(OC)nc2c1c(=O)n(C)c(=O)n2C (configuration not stated)
    0.0	-1	-0.1	0
COc1ccc(-n2nc(C(=O)NCC(=O)NCc3ccccc3)c3ccccc3c2=O)cc1Cl
    0.0	20	-2.1	-10
CC(C)OC(=O)c1cccc(NC(=O)c2ccccc2Br)c1
    1.3	1	0.3	-2
CC(C)(C)C(=O)[C@H]1[C@H](c2cccnc2)C(C#N)(C#N)[C@@H]2c3ccccc3C=CN21
    0.6	11	0.3	-59
CCOC(=O)C1=CN(C)C=C(C(=O)OCC)C1c1cc(Br)ccc1OC
    -0.2	6	-0.2	-3
COc1ccc(N2C(=O)NC(NC(=O)c3cccc(Cl)c3)(C(F)(F)F)C2=O)cc1 (configuration not stated)
    0.5	6	0.1	8
COc1cc(OC)nc(CSc2ncc(C(=O)O)n2C)n1
    0.4	-8	-2.0	16
CCOc1ccc(C2C(=O)N(C3CCCCCC3)CC(=O)N2Cc2ccccc2OC)cc1OC (configuration not stated)
    -0.1	-21	0.7	4
COc1ccccc1C1C(C(=O)OCCc2ccccc2)=C(C)NC2=C1C(=O)CCC2 (configuration not stated)
    -0.1	1	1.1	2
O=C(Nc1ccnn1C1CCN(C(=O)CCc2ccccc2Cl)CC1)C1CC1
    -0.1	8	-0.9	11
CC(=O)N1CCN(CC(=O)Nc2ccc(-c3nc4ccc(C)cc4s3)cc2)CC1
    -0.1	-11	0.0	-6
Cc1cccc(-n2ncc3c(NC4CCCCCCCCCCC4)ncnc32)c1
    0.1	4	1.7	12
Cc1ccc(NC(=O)c2cccc3c2C(=O)c2ccccc2-3)cc1
    0.1	-8	-0.3	15
N=Cc1c(C(F)(F)F)[nH]n(-c2nc3ccccc3s2)c1=O
    -0.1	14	-8.3	5
NS(=O)(=O)c1ccc(CCNC(=O)CSc2nc3ccsc3c(=O)n2C2CC2)cc1
    0.0	1	-1.3	-11
Cc1ccc2cc(CN(CCCO)C(=O)Nc3ccccc3)c(=O)[nH]c2c1C
    0.5	-8	-0.9	14
O=C(O)c1oc2ccccc2c1CSc1ncn[nH]1
    -0.1	7	2.7	-15
COc1ccc(C(=O)C=C(Cl)Cl)cc1
    -0.1	-3	-0.8	-9
COc1ccc(C(O)c2nc3ccccc3n2Cc2ccccc2)cc1OC (configuration not stated)
    0.1	10	0.4	8
CCCCN(CCCC)C(=O)Nc1nc2ccccc2[nH]1
    0.5	59*	-1.0	0
O=C1C(C=Nc2cccc3ccccc23)=C(O)c2ccccc21
    0.0	-33	-0.5	-7

In the list so far, 2 have a cyano group.
Order of results – FBW7 activator	TEAD-YAP block	GPR151 activ	MITF inh
CCOC(=O)c1ccc(-n2c(=S)sc3c(=O)n(-c4ccccc4)c(SCC#N)nc32)cc1
    0.0	-6	0.0	0
CC(C)(C)C(=O)[C@H]1[C@H](c2cccnc2)C(C#N)(C#N)[C@@H]2c3ccccc3C=CN21
    0.6	11	0.3	-59

Following part.
Order of results – FBW7 activator	TEAD-YAP block	GPR151 activ	MITF inh
CC12CCC(C(=O)N3CCCC3)(OC1=O)C2(C)C (configuration not stated)
    1.1	-8	-1.1	1
COc1ccc(N2C(=O)CC(NCC(O)c3ccccc3)C2=O)cc1 (configuration not stated)
    -0.1	-8	1.0	-1
CC1(C)CC(NC(=O)c2ccncc2)CC(C)(C)N1O
    0.8	5	-3.2	17
CS(=O)(=O)NCCOc1cc(N2CCCC2)ncn1
    0.2	-4	-0.5	5
Cc1cc(Cl)ccc1NC(=S)NCCO
    0.0	2	0.5	13
Cc1[nH]n(-c2ccccc2)c(=O)c1C=Nc1cccc2ncccc12
    -0.5	-5	0.3	-5
CC(=O)Nc1ccc(NC(=O)CN(c2cccc(C(F)(F)F)c2)S(C)(=O)=O)cc1
    -0.1	-1	3.7	-10
COC(=O)c1c(C)[nH]c(C)c1-c1ccccc1[N+](=O)[O-]
    0.0	9	-0.4	12
O=C(COC(=O)c1cccc([N+](=O)[O-])c1)Nc1nc2c(F)c(F)c(F)cc2s1
    -0.1	3	0.7	-6
Cc1ccc(C(=O)OCC(=O)COC(=O)c2ccc(C)cc2)cc1
    -0.1	6	-1.0	6
Cc1ccc(S(=O)(=O)N(C)C(=O)NC(=O)NC(C)(C)C)cc1
    0.1	-5	-0.1	-9
Cc1ccc(C)c(NC(=O)C2CCCCC2C(=O)O)c1 (configuration not stated)
    0.6	7	3.2	-4
COc1ccc(/C=N/OCc2nc3ccccc3c(=O)n2/N=C/c2ccccc2O)cc1
    0.0	4	2.6	25
CN(C)C(=O)C1C2NC(=S)N(c3ccc(Cl)cc3)C1(C)Oc1ccccc12 (configuration not stated)
    0.0	-1	-0.5	8
CCCCn1c(CNC(=O)COc2ccccc2)nnc1SC(C)C(=O)Nc1sc2c(c1C(=O)OCC)CCC2 (configuration not stated)
    0.3	4	-0.5	6
COc1ccc(-c2c(C)nn(-c3ccccc3)c2N)cc1
    0.1	-63	4.9	4
Cc1cc(=O)n2[nH]cc(C(=O)NCc3ccccc3Cl)c2n1
    0.0	-1	-1.0	21
Cc1ccc2c(CC(=O)NCc3cccnc3)cc(=O)oc2c1
    0.0	-8	-1.5	-14
CCSc1nsc2nc(=O)c(C=C3C=C(OC)C(=O)C(OC)=C3)c(N)n12
    0.0	-16	0.5	-25
CSc1ccccc1NC(=O)c1cc2nc(-c3ccccc3)cc(-c3ccccc3)n2n1
    0.1	5	0.5	-4
Cc1cc(NC(=O)/C(C#N)=C/c2cc(Cl)cc([N+](=O)[O-])c2O)n(-c2ccccc2)n1
    0.0	3	0.0	1
COc1ccc(CNS(=O)(=O)c2ccc(F)c(C(=O)Nc3cc(Cl)ccc3Cl)c2)cc1
    0.1	4	-0.1	4
CCC1CN(CC(=O)NCc2nccn2C)Cc2ccc(Cl)cc2O1 (configuration not stated)
    0.0	2	1.7	1
Cc1csc(COc2ccc(C(=O)N3CCN(c4ncccn4)CC3)cc2)n1
    0.3	3	-1.2	4
O=C(NC1CC1)c1cn(CCC2CCCCN2S(=O)(=O)c2ccc(Cl)s2)nn1 (configuration not stated)
    -0.1	-3	-0.6	-13
COc1ccccc1N1CCN(S(=O)(=O)c2ccc3nc(-c4ccccc4)[nH]c3c2)CC1
    0.3	2	-0.3	-2
O=C(CSc1nc2ccc(NC(=O)c3ccccc3Br)cc2s1)NC1CCCCC1
    0.1	-13	-0.4	-4
Cc1ccc(/C=N/NC(=O)CCNC(=O)c2ccccc2)cc1
    0.1	0	1.9	-3
CC1(C)CC(NC(=O)C2CC(Cc3cccc(Cl)c3)=NO2)CCO1 (configuration not stated)
    0.1	-29	4.2	8
O=c1[nH]n(-c2ccccc2)c(=O)c(Cl)c1Cl
    0.1	4	3.6	13
COc1cc(OC)c(NS(=O)(=O)c2cc(C(=O)O)ccc2C)cc1Cl
    0.1	2	0.1	-3
CCc1ccc(-c2csc(NC(=O)c3cccc4ccccc34)n2)cc1
    0.0	3	-0.8	1
O=C(Nc1ccc(C23CC4CC(CC(c5ccccc5)(C4)C2)C3)cc1)c1cccs1
    0.0	15	1.7	7
NNC(=O)c1cccc(-n2cc(NC(=O)Nc3ccccc3)cn2)c1
    0.0	-4	0.3	-9
COc1ccc(Nc2nc(Cc3ccccc3)nc3sc(C)c(C)c23)cc1OC
    -0.1	-5	-0.6	-15
COc1ccc(C2=NN(C(=O)CSc3nnc(CNC(=O)c4ccco4)n3-c3ccc(F)cc3)C(c3cccc(OC)c3OC)C2)cc1 (configuration not stated)
    0.0	-1	-0.9	7
CN1CCN(Cc2ccc(-c3ccc(Cl)cc3)o2)CC1CCO (configuration not stated)
    -0.1	-24	3.0	0
c1cn2c(NC3CCCCC3)c(-c3ccsc3)nc2cn1
    -0.1	-8	0.5	-1
CN1CCN(C(=O)c2cc(Cl)ccc2Cl)CC1
    -0.1	1	-0.6	3
Cc1ccc(C)c2c1sc(=NC(=O)CN1C(=O)CCC1=O)n2C
    0.1	-2	2.0	-7
CCOC(=O)c1ccccc1OC(=O)Nc1ccccc1
    0.4	-18	-2.1	21
CC(CCc1ccccc1)NC(=O)c1cc2c(s1)CS(=O)(=O)C2 (configuration not stated)
    0.1	-3	-0.7	-4
OCCN1CCN(c2ncnc3c2cnn3-c2ccc(Cl)c(Cl)c2)CC1
    -0.2	17	-2.5	-13
Cc1c(C(=O)Nc2ccc(Br)cn2)cccc1[N+](=O)[O-]
    0.8	1	-0.1	-7
COc1ccc(C)cc1NC1=C(Cl)C(=O)N(C2CCCCC2)C1=O
    -0.1	0	-0.5	7
Cc1cc(=O)oc2cc(OCc3ccc(F)cc3)ccc12
    0.0	-102	-2.0	2
CC(=O)c1sc(NC2CCCC2)nc1C
    0.1	-6	0.9	-2
COc1ccc(N2CCN(C(=O)C34CCC(C)(C(=O)C3)C4(C)C)CC2)cc1 (configuration not stated)
    -0.1	14	2.4	-3
C=CSc1sc(Cl)c(N(C)C)c1[N+](=O)[O-]
    1.0	8	-0.8	9
COc1ccc(NC(=O)/C(=C\c2ccco2)NC(=O)c2ccccc2Cl)cc1
    0.0	10	2.5	-10
O=C(Nc1ccc([N+](=O)[O-])cc1)OCCc1ccccn1
    0.3	-16	1.3	-7
CC(Oc1ccccc1)C(=O)Nc1ccc(OCC(=O)O)cc1 (configuration not stated)
    0.0	0	0.8	-4
NCCNS(=O)(=O)c1cccc2cnccc12
    -0.1&0.0	6	1.6&2.7	-1&-13
CCOc1cc(/C=c2\sc3nc4ccccc4n3c2=O)ccc1OS(C)(=O)=O
    0.1	-2	-1.4	26
CCC(C)NS(=O)(=O)c1ccc2c(c1)OCCO2 (configuration not stated)
    0.3	-1	0.5	8
CCOC(=O)N1CCN(C(=O)c2ccc(NC(=O)c3cn(C)nc3OC)cc2)CC1
    0.3	-1	-1.3	8
Cc1ccccc1-c1ncc(CN2CCN(Cc3ccc(F)c(F)c3)C(CCO)C2)cn1 (configuration not stated)
    0.0	3	0.0	-11
CSc1nsc(SC)c1NC(=O)OCC1([N+](=O)[O-])COC(C)(C)OC1
    0.1	0	0.2	14
Cn1nc(-c2cccs2)cc1C(=O)Nc1cccnc1
    0.1	6	0.2	3
COc1cc(NS(=O)(=O)c2ccc(Cl)cc2)c(OC)cc1NC(C)=O
    -0.1	7	0.5	0

Next compounds
Order of results – FBW7 activator	TEAD-YAP block	GPR151 activ	MITF inh
COc1ccc(CCNC(=O)c2cccc(-c3ccc(C(=O)N4CCN(C)CC4)cc3)n2)cc1
    0.4	9	-2.1	19
CCC1Oc2ccc(C)cc2N(CC(=O)N(Cc2ccc(F)cc2)CC2CCCO2)C1=O (configuration not stated)
    0.0	-6	0.1	18
COc1ccc(C(=O)CSc2nc3sc(C)c(C)c3c(=O)[nH]2)cc1C
    -0.1&0.2	-4&1	0.8&-0.5	4&-8
COc1ccc(N2CCN(C(CNC(C)=O)c3ccco3)CC2)cc1 (configuration not stated)
    0.1	-3	3.3	-2

Gathered by group: the compounds so far with a tert-butyl group
Order of results – FBW7 activator	TEAD-YAP block	GPR151 activ	MITF inh
CC(C)(C)C(=O)[C@H]1[C@H](c2cccnc2)C(C#N)(C#N)[C@@H]2c3ccccc3C=CN21
    0.6	11	0.3	-59
Cc1ccc(S(=O)(=O)N(C)C(=O)NC(=O)NC(C)(C)C)cc1
    0.1	-5	-0.1	-9
